S1P3 antag = S1P3 (human) receptor antagonism; inhibition, % at 4.98 µM; CHO S1P3 NFAT-BLA reporter, FRET fluorescence, antagonist mode; 0.27% of 170,000 active; AID 485;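 active = inhibition above the plate cutoff, the mean inhibition of test wells on that plate plus 3 SD, cut at about 28% in these data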;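 also: cells challenged with S1P at its EC80 of 0.8 µM; blue over green emission ratio from cleaved BLA substrate after 4 h stimulation; 0% = S1P-stimulated wells and 100% = unstimulated DMSO-only wells; some compounds past the cut are filed as inactive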
Target sequence (Q99500 whole entry, looked up): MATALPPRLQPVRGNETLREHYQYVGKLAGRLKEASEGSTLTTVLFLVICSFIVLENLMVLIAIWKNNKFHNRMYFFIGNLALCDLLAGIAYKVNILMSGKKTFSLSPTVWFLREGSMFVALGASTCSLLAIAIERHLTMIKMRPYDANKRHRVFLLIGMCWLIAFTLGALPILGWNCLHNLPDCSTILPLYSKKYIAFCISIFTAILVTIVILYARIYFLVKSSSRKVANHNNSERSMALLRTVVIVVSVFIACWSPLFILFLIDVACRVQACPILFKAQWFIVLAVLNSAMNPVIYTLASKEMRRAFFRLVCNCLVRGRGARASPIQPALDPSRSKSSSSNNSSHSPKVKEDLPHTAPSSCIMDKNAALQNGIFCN
DTT redox prof = compounds producing H2O2 with reducing agent – biochemical, NIH compound library profiling, artefact control for MLSCN library redox annotation, primary screen. DTT-dependent redox cycling H2O2, phenol red/HRP absorbance; 100% = 100 µM peroxide control, 0% = buffer. activation, % at 10 µM. 0.03% of 200,000 active;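 active = activation of at least 50% relative to the plate's high and low controls in the primary single-dose screen; inactive = activation below 50%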;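 also: compound incubated with DTT at 0.8 mM final as the reducing agent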
Efa HMGR inh = inhibitors of class II HMG-CoA reductase from Enterococcus faecalis; purified E. faecalis HMGR, NADPH absorbance 340 nm kinetic; inhibition, % at 10 µM; 0.41% of 190,000 active;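 active = inhibition above a set limit, the median over all tested compounds plus 3 SD, cut at about 9.5% in these data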;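 also: enzyme runs in reverse so mevalonate oxidation gives rising NADPH absorbance; 0% = complete reaction with DMSO and 100% = background rate lacking mevalonate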
PPARg SRC1 recr = agonists of human PPARgamma SRC-1 coactivator recruitment | P37231 | PPARgamma-SRC-1 coactivator recruitment biochemical assay | activation, % at 8 µM | 0.41% of 200,000 active | AID 631; in the data active = activation above about 19%;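 also: 0% = DMSO and 100% = reference agonist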
bIAP inhibitor = blocks bovine intestinal alkaline phosphatase activity; purified bovine IAP, CDP-star luminescence, 30 min; AID 1019; 190,000 tested, under 10 active; inhibition, % at 20 µM;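 active = over 50% inhibition of intestinal alkaline phosphatase at 20 µM in the single-dose screen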
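System: purified bovine intestinal alkaline phosphatase (IAP) enzyme; Input: IAP diluted 1/65,000,000 in the well; Measured by: CDP-star luminescence signal; Compound dosing: 20 µM single dose; Incubation: 30 min reaction at room temperature.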
PPARg SRC2 recr = promotes SRC-2 coactivator recruitment by human PPARgamma; P37231; PPARgamma LBD-SRC-2 recruitment, biochemical; activation, % at 8 µM; 0.34% of 200,000 active; in the data active = activation above about 22%;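 also: 0% = vehicle and 100% = reference agonist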
Lmaj promast = inhibitors of Leishmania major promastigote growth | 9% of 200,000 active | inhibition, % at 10 µM | Leishmania major promastigotes, resazurin fluorescence viability; in the data active = inhibition above about 50%;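 also: promastigotes grown with compound for 44 hours at 28 °C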
ROMK mod = modulates human ROMK potassium channel activity | B-score at 10 µM | P48048 | Tet-inducible ROMK, thallium flux fluorescence; actives lie on both sides | 2% of 130,000 active | AID 1918;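 active = signal ratio slope over the read window, or its plate-corrected B-score, at least 3 SD from the plate mean, either direction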;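 also: B-score of the F/F0 ratio slope over 7 to 12 s after thallium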
Target sequence (P48048 whole entry, looked up): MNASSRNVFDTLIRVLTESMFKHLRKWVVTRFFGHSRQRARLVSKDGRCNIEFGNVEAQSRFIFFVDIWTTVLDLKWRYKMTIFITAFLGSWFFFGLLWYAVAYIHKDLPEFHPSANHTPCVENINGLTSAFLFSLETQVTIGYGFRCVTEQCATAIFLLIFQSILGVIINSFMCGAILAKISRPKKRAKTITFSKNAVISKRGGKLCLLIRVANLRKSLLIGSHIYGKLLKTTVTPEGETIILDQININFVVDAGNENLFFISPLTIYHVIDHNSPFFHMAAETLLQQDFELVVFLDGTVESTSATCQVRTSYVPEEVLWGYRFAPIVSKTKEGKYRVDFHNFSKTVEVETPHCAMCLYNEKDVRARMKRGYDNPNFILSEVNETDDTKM
PPARg SRC3 recr = agonists of human PPARgamma SRC-3 coactivator recruitment; P37231; biochemical PPARgamma/SRC-3 coactivator recruitment assay; activation, % at 8 µM; 0.26% of 200,000 active; in the data active = activation above about 23%;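 also: 0% = DMSO and 100% = reference agonist; some compounds past the cut are filed as inactive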
RAM network inh = blocks the yeast RAM network | AID 868 | S. cerevisiae dse1pr::URA3 reporter, 5-FOA growth OD615, 2 d; analog-sensitive cbk1-as2 kinase mutant strain | 1.8% of 190,000 active | inhibition, % at 50 µM;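 active = inhibition above a set limit, 3 SD over mean compound inhibition, cut at about 8.4% in these data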;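 also: 0% = DMSO-only wells with no growth and 100% = 10 µM 1-NA-PP1 full growth; inhibition rescues growth on 5-FOA so higher OD means more RAM inhibition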
SRC2 TRFRET art = TR-FRET artefact, counter-screen to PPARgamma/SRC-2 agonist assay | 0.4% of 200,000 active | stronger effect = higher value | TR-FRET ratio at 8 µM | AID 1049; in the data active = TR-FRET ratio above about 2000; also: inactives centre near 1500; reference of the scale not given here
* marks the source's active call; other numbers are inactive results; / = no result given.

Structure	S1P3 antag	DTT redox prof	Efa HMGR inh	PPARg SRC1 recr	bIAP inhibitor	PPARg SRC2 recr	Lmaj promast	ROMK mod	PPARg SRC3 recr	RAM network inh	SRC2 TRFRET art
CC(=O)Nc1ccc(Nc2cc(-c3ccccc3)nc3ncnn23)cc1	-8	-0.6	-8	7	-19	8	9	0.048	6	4.0	1509
Cc1cc(C)n2cc(COc3ccc4ccccc4c3)nc2n1	13	-0.2	2	-1	12	2	-2	-2.4	3	1.9	1407
O=C1/C(=C/c2cccnc2)Oc2cc(OS(=O)(=O)c3ccc(Cl)cc3)ccc21	/	0.1	-3	5	3	1	14	-0.064	-8	3.4	1473
CCc1ccccc1N1CC23C=CC(O2)C(C(=O)O)C3C1=O (stereo not drawn)	7	-0.8	-2	2	6	9	-6	/	5	0.0	1419
CCOCCCNc1c2c(nc3cc(-c4ccc(F)cc4)nn13)CCC2	-8	0.3	2	-2	16	-16	5	-0.097	-6	-1.4	1438
O=C(NCC1CCCO1)C1CCN(S(=O)(=O)c2cccnc2)CC1 (stereo not drawn)	/	0.1	0	0	8	5	0	0.48	-1	-0.2	1512
O=C(CSC1=N/C(=C/c2ccc(Cl)c(Cl)c2)C(=O)N1c1ccccc1F)NC1CC1	-4	0.1	-1	0	-3	1	24	0.95	1	2.8	1644
CC(Sc1ccccc1)C(=O)NN=C1CCN(C)CC1 (stereo not drawn)	-3	-1.0	-5	6	4	2	-5	0.83	-3	0.4	1653
COc1ccc(N/C=C(\C2OC(=O)c3ccccc32)[N+](=O)[O-])cc1 (stereo not drawn)	10	-1.8	-1	-1	-4	5	0	-0.6	3	5.1	1507
C[C@](N)(Cc1ccc(O)c(O)c1)C(=O)O	-15	0.3	-6	5	40	6	-9	/	2	4.6	1836

Part of the list above, with two lines to a compound:
Screens in order: S1P3 antag	DTT redox prof	Efa HMGR inh	PPARg SRC1 recr	bIAP inhibitor	PPARg SRC2 recr	Lmaj promast	ROMK mod	PPARg SRC3 recr	RAM network inh	SRC2 TRFRET art
- CCOCCCNc1c2c(nc3cc(-c4ccc(F)cc4)nn13)CCC2
 : -8	0.3	2	-2	16	-16	5	-0.097	-6	-1.4	1438
- O=C(NCC1CCCO1)C1CCN(S(=O)(=O)c2cccnc2)CC1 (stereo not drawn)
 : /	0.1	0	0	8	5	0	0.48	-1	-0.2	1512

Additional structures.
Structure	S1P3 antag	DTT redox prof	Efa HMGR inh	PPARg SRC1 recr	bIAP inhibitor	PPARg SRC2 recr	Lmaj promast	ROMK mod	PPARg SRC3 recr	RAM network inh	SRC2 TRFRET art
COCC(=O)OCn1nnc2ccccc2c1=O	-37	-1.6	-4	1	3	8	25	-0.048	-2	2.0	1523
CCN1CCN(c2nc3sc4c(c3c3ncnn23)CC(C)CC4)CC1 (stereo not drawn)	1	1.6	-7	11	-8	7	6	/	4	3.6	1591
CC(=O)Nc1ccc(C(=O)N/N=C/c2ccc(F)cc2)cc1	9	-0.4	3	11	-24	-1	-3	0.67	-4	1.2	1477
c1ccc(-c2nc3ccccc3c3nncn23)cc1	-3	-1.9	-2	12	16	1	2	0.14	3	0.4	1646
COc1cc(/C=C2\C(=O)NN(c3ccccc3)C2=O)ccc1OCC(N)=O	8	0.6	0	4	-2	8	-8	0.29	8	2.2	1665
CON(C)S(=O)(=O)c1ccc2c(c1)N(Cc1ccc(C)cc1)C(=O)C1CCCN21 (stereo not drawn)	-11	-0.3	-3	1	-6	5	0	0.13	6	4.1	1753
CCC(C)(C)n1nnnc1C(CC(C)C)N1CCC(C(N)=O)CC1 (stereo not drawn)	-25	0.1	-6	-3	2	-3	-5	0.66	0	2.4	1525
COc1ccc(OCC(=O)OCCN2C(=O)c3ccccc3C2=O)cc1	1	-0.7	-14	4	30	12	-3	/	3	3.1	1517
CCN1CCN(C(=O)c2ccc(C(F)(F)F)cc2)CC1	-3	0.1	-2	0	-3	10	3	-0.19	-1	1.3	1565
CC(C)(C)NC(=O)CSC(=Nc1cccc(F)c1)NC#N	/	-2.4	-3	3	7	5	17	/	-12	1.5	1517
CCOc1cccc(C2C(C#N)=C(N)Oc3cc(C)n(Cc4ccccn4)c(=O)c32)c1OCC (stereo not drawn)	-1	3.2	-9	3	4	2	-6	/	-17	3.0	1531
O=c1c2ccccc2nc(COc2ccccc2)n1/N=C/c1c[nH]c2ccccc12	-7	3.4	-10	-9	7	-4	3	/	0	5.2	1526
CCOc1ccc2nc(SCC(=O)NCc3ccco3)sc2c1	7	3.0	-3	-2	7	-2	1	-1	-15	2.4	1481
Cc1cc(C(=O)OCC(=O)Nc2ccccc2F)c(C)o1	/	2.4	6	-8	5	-8	-2	/	-8	1.2	1461
Cc1cccc(OCC(=O)Nc2nnc(-c3ccco3)s2)c1	-8	-0.1	-4	28*	-6	28*	6	0.89	20	1.9	2106*
Cc1cc(C(=O)OCC(=O)NC(=O)NC(C)(C)C)c(C)o1	-11	-0.5	1	-2	12	2	5	/	4	0.5	1540
COc1cc(/C=N/NC(=O)CC2(C)OCCCO2)ccc1OCc1ccc(Cl)cc1Cl	-4	0.1	1	-5	-60	3	-2	-0.66	0	0.5	1355
COC(=O)C1=C(C)N(CCc2c[nH]c3ccccc23)C(=O)/C1=C\N(C)C	-23	0.0	-6	8	1	2	-3	1.1	3	-1.2	1480
Cc1noc(C)c1S(=O)(=O)Nc1ccc(C(=O)N2CCN(c3ccc(F)cc3)CC2)cc1	-11	2.8	-2	11	-22	-4	4	-0.024	4	2.7	1533
Cc1nn(C)c(C)c1S(=O)(=O)N(CC(=O)NCc1ccco1)c1ccc(C(C)C)cc1	-10	-1.2	-2	12	11	5	4	/	4	0.8	1695
Cc1noc(C)c1C(=O)NCc1ccccc1Br	-14	0.3	5	3	6	4	-8	0.88	2	0.7	1367
COc1ccc(-c2[nH]ncc2CN2CCCC2c2nonc2C)c(F)c1 (stereo not drawn)	3	-0.1	-4	-7	4	12	4	-0.38	3	1.0	1709
N=c1n(CCN2CCCCC2)c2ccccc2n1CC(O)c1cccc(Br)c1 (stereo not drawn)	6	0.1	-9	-6	-64	-4	100*	/	-7	0.7	1549
COc1ccc(-c2ccc(SCC(=O)c3ccccc3)nn2)cc1OC	-3	1.2	11*	6	-10	8	61*	0.56	2	5.3	1633
COc1ccc(-c2cc(C(F)(F)F)nc(N3CCN(C)CC3)n2)cc1OC	/	1.3	-6	7	-3	-2	85*	/	-1	1.2	1504
CCOC(=O)c1cnc(SCc2cccc(C)c2)nc1N	/	3.6	-6	-6	26	1	5	/	-8	3.1	1547
Cc1cc(C)cc(OCCNC(=O)C(C)N2C(=O)c3ccccc3C2=O)c1 (stereo not drawn)	-21	-2.4	-3	9	2	1	-2	2.4*	-5	1.6	1633
O=C1c2ccccc2C(=O)c2c1ccc(C(=O)N1CCCCC1)c2NCCO	/	-3.2	-2	21*	30	5	3	/	21	0.4	1568
CCCCN(CCCC)C(=O)CSc1nnc2n(C)c(=O)c3c4c(sc3n12)CCCC4	/	-0.9	-8	1	-2	12	39	-3.6*	14	3.7	1467
O=C(O)C1CSC(c2ccncc2)N1 (stereo not drawn)	-6	1.4	-2	-3	5	6	-5	/	-1	-0.3	1568
CCN(CC)S(=O)(=O)N1CCC(C(=O)NCc2ccco2)CC1	-9	-1.8	-1	10	2	4	-6	-0.41	5	-0.6	1658
COc1ccc(OCCN(C)Cc2ccccc2)cc1	3	-0.8	-1	6	6	16	12	0.67	-14	0.8	1592
C=CCc1ccc(OCCOCCOc2cccc3ccc(C)nc23)c(OC)c1	/	2.9	-3	0	-10	-4	-3	-2.2	4	0.9	1479
CC(=O)NC(CCS(C)(=O)=O)C(=O)Nc1ccc(Oc2ccccc2)cc1 (stereo not drawn)	-6	-0.7	-3	7	13	4	-11	/	4	-0.2	1638
CCCCCOc1ccccc1C(=O)NCC(=O)O	/	-0.7	-3	6	6	10	-5	1.5	3	-0.6	1645
O=C(Nc1cccc([N+](=O)[O-])c1)c1ccncc1	-6	0.4	-5	1	7	4	9	/	-6	4.7	1452
Cc1ccc(NS(=O)(=O)c2ccc(NC(=O)[C@@H]3CCCC[C@@H]3C(=O)O)cc2)c(C)c1	/	-0.5	-15	6	3	-10	-1	/	-12	1.6	1440
CCOc1cc(/C=N/Nc2nc3ccccc3[nH]2)cc(Br)c1OCC(=O)N(C)C	5	-0.5	1	15	-19	11	47	0.062	6	3.2	1790
CC(=O)NS(=O)(=O)c1ccc(NC(=O)CCc2ccccc2)cc1	-24	0.5	-5	-11	-4	-4	3	/	-2	0.8	1385
Cc1c(C(C)(C)C)c(C=S)n2ccccc12	/	-1.8	-6	-1	/	0	63*	-0.056	2	2.2	1544
CN1c2ccccc2C(C)(C)C12C=Cc1cc(O)ccc1O2 (stereo not drawn)	21	-0.1	-3	6	33	-4	99*	/	8	0.8	1704
COc1ccc(NC(=O)C2C(=O)N(CCO)C3(C)CC2c2ccccc2O3)cc1 (stereo not drawn)	-14	0.0	1	9	4	-3	5	/	-5	-0.6	1621
O=C(O)CCN1C(=O)c2ccncc2C1=O	32	-0.4	3	9	12	-1	0	0.091	-1	-0.6	1408
CCC(C)c1ccccc1NC(=O)COC(=O)c1ccc2c(c1)S(=O)(=O)c1ccccc1C2=O (stereo not drawn)	5	0.5	-13	7	8	4	-5	/	4	3.5	1499
O=C(COC(=O)c1nc(Cl)ccc1Cl)Nc1ccc2c(c1)OCO2	-3	-0.2	0	1	-21	-1	-5	-1.7*	-2	1.7	1510
CC(C)CNC(=O)c1cccc(Cn2cc(Cl)cn2)c1	8	1.1	3	4	5	-2	-2	0.51	-2	0.4	1433
CC(=O)N1CCN(C(=O)CNc2cc(C(F)(F)F)ccc2OCC(F)(F)F)CC1	-25	1.3	-1	5	4	0	-5	0.69	12	1.5	1483
CC(/C=N/NC(=O)Cn1cnc2ccccc21)=C\c1ccccc1	9	-0.2	4	8	12	-1	9	0.023	3	1.4	1574
O=C(/C=C/c1cccs1)Nc1ccc([N+](=O)[O-])cc1	19	0.2	1	0	18	1	41	0.55	2	5.3	1484
Cc1nnc2ccc(Oc3ccc(-c4ccccc4)cc3)nn12	-18	2.2	-1	1	-9	-5	5	0.67	-3	2.9	1662

Further entries.
Structure	S1P3 antag	DTT redox prof	Efa HMGR inh	PPARg SRC1 recr	bIAP inhibitor	PPARg SRC2 recr	Lmaj promast	ROMK mod	PPARg SRC3 recr	RAM network inh	SRC2 TRFRET art
N#Cc1cccc(NC(=O)COc2ccc(-n3ccnc3)cc2)c1	/	-0.1	0	-5	2	-3	22	0.36	-8	1.9	1536
CCOc1ccc(/C=N/Nc2nc(=O)[nH]nc2C)cc1OC	-11	0.9	1	5	-52	1	-3	1.2	-3	3.8	1564
C/C(=N\Nc1ncc(Cl)cc1Cl)c1ccc(OC(F)F)cc1	-10	0.3	3	-2	7	-1	-9	-0.75	2	1.3	1417
CCCCn1c(=O)[nH]c(=O)c2c1nc(-c1ccccc1F)n2Cc1ccccc1	-23	0.2	-4	-10	-25	-5	45	0.33	-1	1.1	1413
